ST2 IL33 inh = blocks human ST2 binding to IL-33; inhibition, % for hits at 17 µM; 78,000 compounds, 2.3% hits; Q01638; AID 1259354; AlphaLISA ST2-Fc/biotin-IL-33 interaction, 1 h; in the data active means inhibition above about 30%; inconclusive means mostly about 10% to 28%
Target sequence (Q01638 whole entry, looked up): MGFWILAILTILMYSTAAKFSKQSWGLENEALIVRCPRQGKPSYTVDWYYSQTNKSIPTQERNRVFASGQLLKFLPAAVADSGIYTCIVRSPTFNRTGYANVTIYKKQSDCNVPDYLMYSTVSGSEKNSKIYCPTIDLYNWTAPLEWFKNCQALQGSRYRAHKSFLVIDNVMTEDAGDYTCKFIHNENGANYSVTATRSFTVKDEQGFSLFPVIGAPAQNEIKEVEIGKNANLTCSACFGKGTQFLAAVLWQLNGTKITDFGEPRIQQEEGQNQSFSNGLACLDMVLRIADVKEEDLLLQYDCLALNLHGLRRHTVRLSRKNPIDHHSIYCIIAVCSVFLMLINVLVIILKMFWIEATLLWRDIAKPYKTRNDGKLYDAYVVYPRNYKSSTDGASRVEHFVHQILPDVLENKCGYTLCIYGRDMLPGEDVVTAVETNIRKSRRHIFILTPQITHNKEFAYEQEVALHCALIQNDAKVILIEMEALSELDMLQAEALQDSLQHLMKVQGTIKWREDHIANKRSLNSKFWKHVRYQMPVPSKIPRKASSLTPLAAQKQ
An asterisk follows results filed as active; i = inactive; ? = inconclusive. An excerpt (hit frequency here may not be typical).

SMILES | ST2 IL33 inh
CSc1ccc(CN2CCSCC2)cc1 | ?
O=C(c1nccc2ccccc12)N1CCN(CC2CCCC2)CC1 | i
CC1=C(C(=O)OC(C)C)C(c2ccc(Cl)cc2)C2=C(CC(C)(C)CC2=O)N1 (stereo not given) | i
COc1ccccc1C(C)N(C)Cc1nc(-c2ccc(C(F)(F)F)cc2)no1 (stereo not given) | i
O=C(NCc1ccccc1)[C@@H]1Cc2nc[nH]c2CN1Cc1ccccc1 | i
CC(C)CC(C(=O)Nc1nccs1)N1C(=O)c2ccccc2C1=O (stereo not given) | i
Cc1cccc(NC(=O)C2CCN(S(=O)(=O)c3ccc(F)cc3)CC2)c1C | i
Cc1cccc(N2COc3ccc(Br)cc3C2)c1 | i
Cc1nnsc1CN(C)C(=O)c1ccccc1NCC(=O)O | ?
O=C1c2ccc(F)cc2C(=O)N1c1ccc(F)cc1 | i
Cc1cc(C)nc(Sc2ncnc(N)c2[N+](=O)[O-])n1 | ?
COCCN(CCOC)C(=O)[C@@H](C)C1CC[C@@]2(C)CC[C@H](NC(=O)COC)[C@@H](C)[C@@H]2[C@H]1O (stereo not given in full) | i
CN(Cc1ccccc1)c1ncccc1CNC(=O)C1CCCCN1C (stereo not given) | i
COc1ccc(C(N)=O)cc1-c1ccc(F)c(CO)c1 | i
Cc1ccccc1OCC(=O)Nc1ncc(Cc2ccccc2Cl)s1 | i
CCOC(=O)c1c(NC(=O)c2noc3c2CCc2ccccc2-3)sc(C(C)=O)c1C | i
CC(C)(C)c1[nH]nc2c1C(c1ccccc1F)C(C#N)=C(N)O2 (stereo not given) | i
CCC(=O)Nc1c(C(=O)Nc2ccccc2F)oc2ccccc12 | i
Cc1cc([N+](=O)[O-])ccc1NC(NC(=O)c1cccs1)C(=O)c1ccccc1 (stereo not given) | 35.0%*
O=C(O)c1ccc(NS(=O)(=O)c2cccc(C(=O)Nc3ccc([N+](=O)[O-])cc3)c2)cc1 | i
CC(C)c1noc([C@@H]2Cc3nc[nH]c3CN2Cc2cccc(OC(F)(F)F)c2)n1 | i
O=C1S/C(=C/c2cccc(Cl)c2)C(=O)N1CN1CCCCC1 | i
COc1cc(/C=C2/SC(=Nc3ccccc3Cl)NC2=O)cc(OC)c1 | i
Cc1nc2ncccn2c1C(=O)NCC1(O)CCNC1 (stereo not given) | ?
COc1ccc(NC2=C(N(C)C)C(=O)c3ccccc3C2=O)cc1 | 44.0%*
CCOC(=O)C1C(=O)C=C(c2cccs2)CC1c1cccc(F)c1 (stereo not given) | 47.0%*
O=C(CCN1CCOCC1)Nc1ccc(Cl)cc1 | i
COc1ccc(N(C(=O)c2cccc(OC)c2OC)C2C=CS(=O)(=O)C2)c(OC)c1 (stereo not given) | i
C=C1C(=O)OC2/C=C(\C)CC3C=C(CC/C=C(\C)CCC12)C(=O)O3 (stereo not given) | ?
COc1ccc(C2C(C(=O)N(C)c3ccc(Cl)cc3)CC(=O)N2c2ccc(OC)cc2)cc1 (stereo not given) | i

A run of entries from further up, for reference:
SMILES | ST2 IL33 inh
O=C1c2ccc(F)cc2C(=O)N1c1ccc(F)cc1 | i
Cc1cc(C)nc(Sc2ncnc(N)c2[N+](=O)[O-])n1 | ?
COCCN(CCOC)C(=O)[C@@H](C)C1CC[C@@]2(C)CC[C@H](NC(=O)COC)[C@@H](C)[C@@H]2[C@H]1O (stereo not given in full) | i
CN(Cc1ccccc1)c1ncccc1CNC(=O)C1CCCCN1C (stereo not given) | i
COc1ccc(C(N)=O)cc1-c1ccc(F)c(CO)c1 | i
Cc1ccccc1OCC(=O)Nc1ncc(Cc2ccccc2Cl)s1 | i
CCOC(=O)c1c(NC(=O)c2noc3c2CCc2ccccc2-3)sc(C(C)=O)c1C | i
CC(C)(C)c1[nH]nc2c1C(c1ccccc1F)C(C#N)=C(N)O2 (stereo not given) | i
CCC(=O)Nc1c(C(=O)Nc2ccccc2F)oc2ccccc12 | i
Cc1cc([N+](=O)[O-])ccc1NC(NC(=O)c1cccs1)C(=O)c1ccccc1 (stereo not given) | 35.0%*
O=C(O)c1ccc(NS(=O)(=O)c2cccc(C(=O)Nc3ccc([N+](=O)[O-])cc3)c2)cc1 | i
CC(C)c1noc([C@@H]2Cc3nc[nH]c3CN2Cc2cccc(OC(F)(F)F)c2)n1 | i
O=C1S/C(=C/c2cccc(Cl)c2)C(=O)N1CN1CCCCC1 | i
COc1cc(/C=C2/SC(=Nc3ccccc3Cl)NC2=O)cc(OC)c1 | i
Cc1nc2ncccn2c1C(=O)NCC1(O)CCNC1 (stereo not given) | ?
COc1ccc(NC2=C(N(C)C)C(=O)c3ccccc3C2=O)cc1 | 44.0%*
CCOC(=O)C1C(=O)C=C(c2cccs2)CC1c1cccc(F)c1 (stereo not given) | 47.0%*
O=C(CCN1CCOCC1)Nc1ccc(Cl)cc1 | i

Going on with the list.
SMILES | ST2 IL33 inh
CCCc1ccc2oc(C(=O)NCCc3cccnc3)c(C)c2c1 | i
O=C(Nc1cccc(O)c1)c1cc2n(n1)C(C(F)(F)F)CC(c1ccc(Cl)cc1)N2 (stereo not given) | ?
O=C(Nc1ccccc1Br)c1sc2cccc(Cl)c2c1Cl | i
O=C(Nc1cccc(Cl)c1)c1cc(C2CC2)on1 | i
N#Cc1c(N)nc(SCc2ccccc2)c(C#N)c1-c1ccccc1 | i
COc1ccc(NC(=O)C(=O)NCCN2CCN(S(C)(=O)=O)CC2)cc1 | i
Brc1ccc(-c2nnc3n2N=C(c2cccs2)CS3)cc1 | i
CCOC(=O)c1c(NC(=O)c2cc(-c3ccco3)on2)sc(C)c1C | i
CC(=O)N1c2ccc(N=Cc3ccc([N+](=O)[O-])cc3)cc2CC1C (stereo not given) | ?
O=C(CSc1ncn[nH]1)N1c2ccccc2CCc2ccccc21 | ?
Cc1c(NC(=O)/C=C/c2ccco2)cccc1-c1nc2cc(Cl)ccc2o1 | ?
CCc1nnc(NC(=O)CSc2ncn[nH]2)s1 | i
O=C(NC(Cn1ccnc1)c1ccccc1)c1ccc2c(c1)OCO2 (stereo not given) | ?
COCCCn1c(SCc2ccccc2C#N)nc2c(sc3ccccc32)c1=O | i
Cc1ccc(C)c(CN2C(=O)CSc3ccc(C(=O)NCCCN4CCOCC4)cc32)c1 | i
COc1cc(C(=O)Nc2ccc(C(=O)NCC(C)C)cc2)cc(OC)c1OC | i
CCn1cncc1CNC(=O)c1coc(COc2cccc(F)c2F)n1 | ?
CCCCC1C=CCN1C(=O)C1CCN(Cc2ccco2)CC1 (stereo not given) | ?
CCN1CCN(C(=O)CSc2cc(=O)n(C)c3ccccc23)CC1 | ?
COc1ccc(OC)c(C2C=C(Nc3ccccc3)C(=O)N2c2ccccc2)c1 (stereo not given) | i
COC(=O)[C@@H]1Cc2ncn(Cc3ccc(OC)cc3)c2CN1Cc1cccc(C#N)c1 | 41.0%*
Cc1ccc(C(C)CCN2CCN(Cc3cccc(F)c3)C(=O)C2)o1 (stereo not given) | ?
COc1ccc(S(=O)(=O)Nc2cccc(C(C)=O)c2)cc1 | i
CCc1nc(-c2nccn2-c2ccc(OC)c(Cl)c2)c(C)[nH]1 | i
CS(=O)(=O)N(CC(=O)Nc1ccc2c(c1)OCO2)c1ccc(Oc2ccccc2)cc1 | i
COc1ccc(/C(N)=N\OC(=O)c2ccc3c(c2)OCO3)cc1OC | i
CC(C)c1cc(-c2ccc(C(N)=O)cc2)nc(C(F)(F)F)n1 | ?
O=C(CSc1nc2c(cnn2-c2ccc(F)cc2)c(=O)[nH]1)Nc1ccc(Br)cc1 | ?
CCCCN(CC)C(=O)c1ccc([N+](=O)[O-])cc1Cl | ?
O=C(NCc1cccnc1)c1ccc2c(Cl)c3c(nc2c1)CCCC3 | i
CC(C)(C)n1nc2c(c1NC(=O)COc1ccc(Cl)cc1)CSC2 | i
CC(=O)N1c2ccccc2NC2=C(C(=O)CC(C)(C)C2)C1c1c(F)cccc1Cl (stereo not given) | i
Cc1cc(C)c(CN(Cc2cnn(C)c2)CC(C)C)c(C)c1CO | i
O=C(O)c1cc(=O)[nH]c2ccc(Br)cc12 | i
COCC(=O)N1CCN(C(C)=O)C[C@@H]1C(=O)N[C@H](C)C(=O)OC | i
CC(=O)c1ccc(N2CN=c3s/c(=C\c4cccnc4)c(=O)n3C2)cc1 | i
CCCNC(=O)NCC1CCCN(Cc2ccco2)C1 (stereo not given) | i
Cc1ccnc(CC(C)N(C)C(=O)c2cnn3c2CCCC3)c1 (stereo not given) | i
Cn1cnnc1SCC(=O)Nc1ccc(S(=O)(=O)Nc2nccs2)cc1 | i
CC(C)C(C(=O)O)N1C(=O)c2c(Cl)c(Cl)c(Cl)c(Cl)c2C1=O (stereo not given) | i
COc1ccc(NC(=O)CCC2CCN(C(=O)C(OC)c3ccccc3)CC2)c(OC)c1 (stereo not given) | ?
C[C@@]1(O)CCN(CCn2c(=O)oc3ccccc32)C[C@@H]1Cc1ccccc1 | ?
Cc1cccc(C)c1NC(=O)C1(NC(=O)c2ccn[nH]2)CCCCC1 | ?
COc1ccc(-c2cc(C(=O)Nc3sc4c(c3C#N)CCCC4)no2)cc1 | i
CCSCCN(C(=O)CC1=CCNCC1)C1CCCCC1 | i

Rewritten as labelled records: entries from further up
> COc1ccc(-c2cc(C(=O)Nc3sc4c(c3C#N)CCCC4)no2)cc1
- ST2 IL33 inh: i

> CCSCCN(C(=O)CC1=CCNCC1)C1CCCCC1
- ST2 IL33 inh: i

Following part:
SMILES | ST2 IL33 inh
Cc1ccc(C)c(NS(=O)(=O)c2c(C)noc2C)c1 | ?
O=C1C2C3c4ccccc4C([N+](=O)[O-])(c4ccccc43)C2C(=O)N1c1ccc(O)cc1 (stereo not given) | i
CCc1nc2ccccc2c(NC(=O)CN2CCCCCC2)c1C | i
C=C(C)CN1CCN(c2ncnc3sc4c(c23)CC(C)CC4)CC1 (stereo not given) | i
CC1=C[C@@H](CNS(C)(=O)=O)[C@H](C(C)C)C[C@H]1Cc1nnc(-c2ccccc2F)o1 | ?
Cc1c(Cc2ccccc2)c(=O)oc2cc(O)ccc12 | ?
COc1ccc(CC(=O)N2CC3(C)CC2CC(C)(C)C3)cc1 (stereo not given) | i
O=C(NCc1cccnc1)[C@H](CSCc1ccccc1)N1Cc2ccccc2C1=O | i
COc1cc2sc3ccccc3c(=O)c2cc1OC | i
Cc1ccc(Cn2c(CCNC(=O)Nc3cccc(Br)c3)nc3cccnc32)cc1 | i
CN1CC2(CCCN(Cc3nc4ccccc4s3)CC2)OC1=O (stereo not given) | i
Brc1cccc(OCCN2CCOCC2)c1 | i
O=[N+]([O-])c1cccc(NS(=O)(=O)c2cc(Cl)ccc2Cl)c1 | i
O=c1[nH]c(-c2cccc(O)c2)nc2c1cnn2-c1ccccc1 | i
CC1(C)Cc2ccccc2C(CSc2ccccc2C(=O)O)=N1 | i
O=C(NCc1ccc2c(c1)OCO2)C1CCN(S(=O)(=O)c2cccnc2)CC1 | ?
Cc1cccc(C(NC(=O)C(=O)Nc2cc(C)on2)c2cccs2)c1 (stereo not given) | ?
OC(C#CCN1CCCCC1)(c1ccccc1)c1ccccc1 | i
CCOc1ccccc1C1C(C(N)=O)=C(C)Nc2ncnn21 (stereo not given) | i
CCSc1nnnn1-c1ccc2c(c1)OCO2 | i
CC(C)c1cc(N2CCOCC2)cc2c1[nH]c1ccccc12 | ?
COc1cccc(C2C3=C(CC(C)(C)CC3=O)Nc3nc(SCc4ccncc4)[nH]c(=O)c32)c1 (stereo not given) | ?
CCOC(=O)c1ccc(NC(=O)CN2C(=O)C(CC)=C(c3ccc(OC)cc3)S2(=O)=O)cc1 | i
COc1ccc(N=C2S[C@H]3[C@H]([C@@H](O)[C@H](O)C[C@@H]3C(N)=O)N2Cc2ccc(F)cc2)cc1 | i
COc1cc(OC)cc(C(=O)Nc2nc3c(ccc4ccccc43)s2)c1 | i
Cc1cc(Cl)ccc1OCC(O)CN1CCCCC1C (stereo not given) | i
CSc1nnc2c(n1)OC(/C=C/c1ccco1)Nc1ccc(Br)cc1-2 (stereo not given) | i
Cc1cc(C)nc(NC(=O)c2cc3ccccc3o2)n1 | i
Cc1nc2ccccc2nc(C)c1=NOCc1ccc(F)cc1Cl | i
OCC1(Cc2cccc(F)c2)CCN(Cc2nc(-c3ccccc3)cs2)CC1 | ?
CC[C@H]1CN(S(=O)(=O)c2ccc(OC)cc2)CC[C@H]1CC(=O)Nc1nccs1 | ?
COc1c(C(C)C)cc(N)cc1C(C)C | i
COc1cccc(OCCOc2ccc(F)cc2)c1 | i
O=C(CCC1CCCN(Cc2ccc(C(F)(F)F)cc2)C1)Nc1ccccc1F (stereo not given) | ?
CCCCSCC(O)CN1CCCCC1 (stereo not given) | ?
CC1CCN(C(=O)CSc2nc3c(c(=O)n2-c2ccccc2)SCC3)CC1 | i
COc1ccc(N2CCN(Cc3ccc4nonc4c3)C(C)C2)cc1 (stereo not given) | 31.0%*
COc1ccc(-c2nc(N3CCCCCC3)nc3n[nH]c(N)c23)cc1 | i
COc1ccc(CC2(CCC(=O)N3CCN(C4CCCCC4)C(=O)C3)CCC(=O)N2)c2ccccc12 (stereo not given) | i
COc1ncc(CN(C)C(C)c2cccnc2)cn1 (stereo not given) | i
COc1ccc2cc3cc(C(=O)NCc4ccccn4)oc3nc2c1 | i
CC(C)(C)C(=O)NCc1nc2ccccc2n1Cc1c(F)cccc1Cl | i
CCc1cc(CN(C)C2CCC3(CC2)CCN(C(=O)N(C)C)CC3)on1 | ?
CCOc1ccc(C2C(C(=O)OCCOC)=C(C)NC3=C2C(=O)C(C(=O)OC)C(C)C3)cc1 (stereo not given) | i
CN(CCCN1CCOCC1)Cc1nc(-c2cccs2)no1 | i
CCc1ccc(S(=O)(=O)N=C2C=C(Br)C(=O)c3ccccc32)cc1 | 36.0%*
Cc1cccn2c(CC(=O)N3CCCC3Cn3cccn3)cnc12 (stereo not given) | i
CCc1ccc(-c2cn(-c3ccc(Br)cc3)c(=O)[nH]2)cc1 | i
CCc1nccn1CCC(=O)Nc1ccc(NC(=O)c2coc(C)c2)cc1 | i
COc1ccc2c(c1)CC(NC1CCN(S(C)(=O)=O)CC1)CC2 (stereo not given) | ?
COc1ccc(S(=O)(=O)Nc2ccc(C)cc2)cc1OC | i
CCCc1nc2ccccc2n1CC(O)COc1ccc(Br)cc1 (stereo not given) | i
COc1cccc2cc3c(c(O[C@@H]4O[C@H](CO[C@@H]5O[C@H](CO)[C@@H](O)[C@H](O)[C@H]5O)[C@@H](O)[C@H](O)[C@H]4O)c12)C(C)OC3=O (stereo not given in full) | i
O=C(NCCc1ccccc1F)c1ccc2ccccc2n1 | i
COCCN(CCOC)C(=O)[C@@H](C)C1CC[C@@]2(C)CC[C@H](NC(=O)c3ccncc3)[C@@H](C)[C@@H]2[C@H]1O (stereo not given in full) | i
